Bioassay records as filed in PubChem.
GAA glycogen: alters human alpha-glucosidase cleavage of glycogen. P10253. recombinant GAA, glycogen substrate, Amplex Red glucose oxidase fluorescence. Potency, µM (titrated, usually from 76.4 µM), for the others: at the top dose activity change, negative = inhibition, usual class: inhibitors. actives 0.38% (n = 300,000). AID 2100; active = well fitted inhibition curve with a large enough effect; inconclusive = small, poorly fitted or top-dose-only effect, or another doubt; inactive = no such curve, though single readings can be large or run the other way;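 note: 0% = full enzyme reaction and -100% = no-enzyme basal signal; the screen sought inhibitors and activators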
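Recombinant enzyme (4 nM final) with compounds titrated up to 77 uM and bovine liver glycogen (30 ug) in citrate pH 5.0, 0.01% Tween-20, 37 C 40 min. Released glucose detected by Amplex Red/glucose oxidase (Ex 573/Em 610); AC50 from Hill fits.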
An asterisk follows results filed as active; ? = inconclusive; [ ] = another dose, or the depositor's remark. Potency is the fitted concentration of half-maximal effect. Only part of the results is shown. The share of hits here may be higher or lower than overall.

GAA glycogen	SMILES
2.5%	CC(C)C(O)(c1ccccc1)C(CN1CCOCC1)c1ccccc1 (configuration not stated)
-1.0%	COC(=O)COc1ccc(-c2nccc(-c3ccccn3)n2)cc1
17.9%[76.3 µM]	CCn1c(CNC(=O)c2cc(OC)c(OC)c(OC)c2)cc2ccccc21
2.9%[76.3 µM]	CC(=O)c1ccc(NC(=O)CN2CCCC2)cc1
-0.2%	Nc1nnnn1/N=C/c1ccc(F)cc1
-8.3%[76.3 µM]	CCCCn1cc(S(=O)(=O)c2ccc(Cl)cc2)c(=O)c2cc(F)c(N3CCCC(C)C3)cc21 (configuration not stated)
-6.1%[76.3 µM]	COC(=O)c1cccc(NC(=O)c2ccc3c(c2)C(=O)N(Cc2cccnc2)C3=O)c1
-1.9%[76.3 µM]	Cc1ccc(CN2CCSc3ccc(C(=O)N4CCOCC4)cc32)cc1
-16.1%[76.3 µM]	Cc1[nH]c2ccccc2c1C(=O)C(=O)N1c2ccccc2CC1C (configuration not stated)
4.6%	O=C(NC1CCN(Cc2ccccc2)CC1)c1c(Cl)cccc1Cl
18.2%[76.3 µM]	O=C(Nc1ccc(SC(F)F)cc1)c1cc(-c2cccs2)on1
-8.0%	O=Cc1ccc(C(=O)OCC(=O)N2CCCC2)cc1
5.3%[76.3 µM]	CCn1c(CC(=O)Nc2ccccc2F)nnc1SCC(=O)Nc1nncs1
21.4%[76.3 µM]	CCS(=O)(=O)N1CCc2cc(C(=O)NCCc3ccc(OC)c(OC)c3)ccc21
-1.9%[76.3 µM]	Cc1cc(SCc2cccc(Cl)c2)nc(=O)[nH]1
9.4%	CCc1nnc(NC(=O)c2cc(Cl)ccn2)s1
-0.5%[76.3 µM]	COc1cccc(CCNC(=O)c2ccc(OC)c(OC3CCN(C(C)C)CC3)c2)c1
0.6%[76.3 µM]	CSCC(=O)NC1CCCc2c1cnn2-c1ccc(C)c(C)c1 (configuration not stated)
16.9%[76.3 µM]	Cc1ccc(N(C(=O)c2snc(C(N)=O)c2N)C(C(=O)NCC2CCCO2)c2ccc3ncccc3c2)cc1 (configuration not stated)
5.9%	O=[N+]([O-])c1ccc(C(O)CN2CCN(C/C=C/c3ccccc3)CC2)cc1 (configuration not stated)
2.8%	COc1ccc(N2CCN(CC(O)COc3ccc(C)c(C)c3)CC2)cc1 (configuration not stated)
12.3%[76.3 µM]	O=C(c1cccc([N+](=O)[O-])c1)N1CCc2ccccc21
-1.7%[76.3 µM]	CN(CC(=O)Nc1ccc(F)c(F)c1F)C(=O)c1ccc(=O)[nH]c1
4.7%	COc1cccc(CN2C(=O)CCC2(C)C(=O)NCCc2ccc(OC)c(OC)c2)c1 (configuration not stated)
-7.1%	Cc1ccc(NS(=O)(=O)c2ccc3c(c2)CCN3C(=O)CCC(=O)O)cc1Cl
-3.0%[76.3 µM]	COc1ccc2c(c1)N(C)/C(=C1/SC(=S)N(NC(C)=O)C1=O)S2
-2.7%[76.3 µM]	Cc1ccc(C(=O)Nc2cccc(C(=O)NC3CCCC3)c2)cc1
13.5%[76.3 µM]	O=C(Cc1cccc(F)c1F)NC1CCCN(Cc2ccc(Cl)cc2)C1 (configuration not stated)
-0.2%[76.3 µM]	CCN(CC)CCNC(=O)c1sc2nc(-c3ccccc3)cn2c1C
0.5%[76.3 µM]	O=c1ccc(-c2ccc(S(=O)(=O)NCC3CCN(Cc4ccccc4F)CC3)s2)n[nH]1
0.5%	O=C(Nc1cccc2cccnc12)c1ccc(Cl)cc1Cl
-2.2%[76.3 µM]	CCc1ccccc1NC(=O)CCc1c(C)nc(SC)nc1C
0.5%[76.3 µM]	O=C(/C=C/c1ccccc1)Nc1cccnc1Cl
-10.2%	N=c1c(C(=O)NCC2CCCO2)cc2c(=O)n3ccccc3nc2n1C1CCCC1 (configuration not stated)
-2.9%[76.3 µM]	O=C(CCS(=O)(=O)Cc1ccccc1)Nc1ncc([N+](=O)[O-])s1
-2.8%[76.3 µM]	O=C(NC(=S)Nc1ccc(NC(=O)c2ccccc2)cc1)c1ccc(F)cc1
-0.2%[76.3 µM]	CCCC1=Nc2cc(C(=O)NCCCN3CCN(C)CC3)ccc2Sc2ccccc21
13.9%[76.3 µM]	CC1=C(C(=O)NCc2cccc(F)c2)C2(CCCCCC2)OC1=O
22.3%[76.3 µM]	O=C(NCc1ccc2c(c1)OCO2)c1cc(Cl)ccc1Cl
9.4%[76.3 µM]	CC(=O)N1CC(C)Sc2ccc(S(=O)(=O)NCc3ccccc3Cl)cc21 (configuration not stated)
16.9%[76.3 µM]	COCC(COS(N)(=O)=O)C(C)C (configuration not stated)
8.7%	Cc1ccc(S(=O)(=O)N2CCCC(C(=O)NCCc3ccc(S(N)(=O)=O)cc3)C2)cc1 (configuration not stated)
3.9%[76.3 µM]	O=C(Nc1ccc(OCC(=O)N2CCOCC2)cc1)c1cccc(Cl)c1
3.5%[76.3 µM]	O=C(COc1ccccc1)Nc1ccc2nc(SCCOc3ccccc3)sc2c1
0.7%[76.3 µM]	COc1ccccc1N1CCN(Cc2cc(OC)c3c(c2)OCO3)CC1
0.1%[76.3 µM]	O=S(=O)(NN1CCOCC1)c1ccc(Br)cc1
0.0%[76.3 µM]	Cc1cc(C)c[n+](CC(=O)c2c(C)cc(C)c([N+](=O)[O-])c2C)c1
4.5%	CCOc1cc(/C=N/N=C/c2ccc(O)c(OCC)c2)ccc1O
-14.6%[76.3 µM]	O=C(CN1CCCC1)NC(c1ccccc1)c1ccccc1
1.0%[76.3 µM]	Cc1nc(N)sc1-c1csc(Nc2cccc(C(=O)O)c2)n1
1.1%[76.3 µM]	O=C(O)CCCCCNC(=O)CSc1nnc(-c2ccco2)n1-c1ccccc1
-0.1%[76.3 µM]	Cc1c(CC(=O)N2CCC(C(=O)O)CC2)c(=O)oc2cc3c(cc12)CCC1(CCCCC1)O3
-2.1%	FC(F)(F)c1cccc(CNC2c3ccccc3-c3ccccc32)c1
9.8%[76.3 µM]	CNC(=O)C1CCN(C(=O)N2CC(C)Oc3ccc(Cl)cc32)CC1 (configuration not stated)
-7.9%[76.3 µM]	O=C(c1ccco1)N1CCN(C(=S)NCc2ccc(F)cc2)CC1
15.4%[76.3 µM]	OC(CNCc1ccncc1)c1ccccc1 (configuration not stated)
8.5%[76.3 µM]	CN(C(=O)c1nc(-c2ccccc2)n(-c2ccccc2)n1)C1CCS(=O)(=O)C1 (configuration not stated)
2.2%	Cc1ccc(NC(=O)CS(=O)CC(=O)N2CCN(C3CCCC3)CC2)cc1 (configuration not stated)
0.2%[76.3 µM]	COc1ccc(S(=O)(=O)N2CCN(C)CC2)cc1
-21.0%	COc1ccc(CCNC(=O)c2c(C)nn(-c3ccccc3)c2Cl)cc1OC

Some of the entries above in a different format:
| canonical_smiles | GAA glycogen |
| --- | --- |
| N=c1c(C(=O)NCC2CCCO2)cc2c(=O)n3ccccc3nc2n1C1CCCC1 (configuration not stated) | -10.2% |
| O=C(CCS(=O)(=O)Cc1ccccc1)Nc1ncc([N+](=O)[O-])s1 | -2.9%[76.3 µM] |

The results go on.
GAA glycogen	SMILES
0.5%[76.3 µM]	COCc1ccc(CN2CCCCC2C(=O)Nc2ccc(Oc3ccccc3)nc2)o1 (configuration not stated)
15.5%[76.3 µM]	Cc1c(Cl)cccc1NC(=O)C1COc2ccccc2O1 (configuration not stated)
-0.2%[76.3 µM]	CCOc1ccc(S(=O)(=O)N2CCCC(C(=O)NCc3cccnc3)C2)cc1 (configuration not stated)
17.1%[76.3 µM]	CCOc1ccc(CNC(=O)CCCn2c(=O)c3cccn3c3ccccc32)cc1
-3.6%[76.3 µM]	CCOc1ccc(NC(=O)NNC(=O)C(C)Oc2ccccc2OC)cc1 (configuration not stated)
-6.3%[76.3 µM]	O=C(c1cc2ccccc2oc1=O)N1CCCCCCC1
-6.9%[76.3 µM]	CC(C)OCCCNC(=O)COc1ccc2oc3c(c2c1)CCCC3
-9.1%[76.3 µM]	Cc1ccc(NC(=O)CN(C)C(=O)COC(=O)CCS(=O)(=O)c2ccc(C)cc2)cc1
-3.9%[76.3 µM]	COC(=O)c1ccc(CNC(=O)c2cc(COc3cncc(Cl)c3)on2)cc1
4.1%[76.3 µM]	S=C(Nc1cccnc1)N1CCN(c2ccccc2Cl)CC1
-10.3%[76.3 µM]	Cc1cccc(NC(=O)c2cc(-c3ccc4c(c3)OCCO4)on2)c1
10.4%[76.3 µM]	COc1ccc(N2CCN(C(CNC(=O)C(=O)NCc3ccc(C)cc3)c3cccnc3)CC2)cc1 (configuration not stated)
14.0%	CC(C)(C)c1ccc(S(=O)(=O)/N=C2\C=C(NS(=O)(=O)c3ccccc3)C(=O)c3ccccc32)cc1
0.2%[76.3 µM]	COc1ccc(C2=NS(=O)(=O)N(C)C(C(=O)Nc3ccc(OC)c(OC)c3)=C2)cc1
0.9%	CCCn1cnc2c(oc3ccccc32)c1=O
-1.4%	COc1cccc(/C=N/Nc2nc(C)cc(=O)[nH]2)c1OC
17.6%[76.3 µM]	Cc1ccc2c(c1)N(CC(=O)NCCC1=CCCCC1)C(=O)c1cccnc1O2
-5.7%[76.3 µM]	CCS(=O)(=O)N1CCc2cc(C(=O)N3CCN(c4ccccc4)CC3)ccc21
6.7%	CC(=O)Nc1ccc(NC(=O)c2cc(-c3ccc(C)c(C)c3O)n[nH]2)cc1
-8.1%[76.3 µM]	Cc1cc(C)c(NC(=O)CSc2nnc(CNC(=O)c3ccccc3F)o2)c(C)c1
13.3%[76.3 µM]	CS(=O)(=O)N1CCN(C(=O)CCc2ccccc2)CC1
8.6%[76.3 µM]	CC1Cc2ccccc2N1C(=O)CSc1nnc(-c2ccccc2Cl)o1 (configuration not stated)
-7.6%	CCn1c(SCC(=O)NC2CCCC2)nnc1-c1ccncc1
-1.0%[76.3 µM]	CSc1ccc(CC2C(=O)Nc3ccccc32)cc1 (configuration not stated)
3.5%[76.3 µM]	O=C(NC1CC1)C1CCN(C2CCN(Cc3ccccc3C(F)(F)F)CC2)CC1
-4.7%[76.3 µM]	CN(C(=O)CN1C(=O)CCSc2ccc(S(=O)(=O)N3CCCC3)cc21)c1ccccc1
-14.0%[76.3 µM]	Cc1ccc(NC(=O)[C@H](Cc2ccccc2)NC(=O)C2CCNCC2)cc1
-0.5%[76.3 µM]	O=C(NCC1CCCO1)c1ccc2c(c1)N(Cc1ccc(F)cc1Cl)C(=O)CS2 (configuration not stated)
-9.1%[76.3 µM]	Cc1ccccc1C(=O)NCC(=O)Nc1ccc(C)c(S(=O)(=O)N2CCCCCC2)c1
1.8%	COc1ccccc1/C=N/NC(=O)c1c(-c2ccccc2)noc1C

Looked up by compound from the list above:
GAA glycogen	SMILES
-1.4%	COc1cccc(/C=N/Nc2nc(C)cc(=O)[nH]2)c1OC
-1.0%[76.3 µM]	CSc1ccc(CC2C(=O)Nc3ccccc32)cc1 (configuration not stated)
-6.9%[76.3 µM]	CC(C)OCCCNC(=O)COc1ccc2oc3c(c2c1)CCCC3
3.5%[76.3 µM]	O=C(NC1CC1)C1CCN(C2CCN(Cc3ccccc3C(F)(F)F)CC2)CC1
-5.7%[76.3 µM]	CCS(=O)(=O)N1CCc2cc(C(=O)N3CCN(c4ccccc4)CC3)ccc21
-6.3%[76.3 µM]	O=C(c1cc2ccccc2oc1=O)N1CCCCCCC1
10.4%[76.3 µM]	COc1ccc(N2CCN(C(CNC(=O)C(=O)NCc3ccc(C)cc3)c3cccnc3)CC2)cc1 (configuration not stated)

New compounds follow.
GAA glycogen	SMILES
14.0%[76.3 µM]	CCOc1ccc(C(=O)N(Cc2cc(OC)c(OC)c(OC)c2)c2ccccn2)cc1
-5.8%[76.3 µM]	O=[N+]([O-])c1cccc(-c2cc3ccccc3[nH]2)c1
-3.4%[76.3 µM]	O=C(CNS(=O)(=O)c1ccc(F)c(Cl)c1)N1CCCC1
?	COc1cc(/C=N/NS(=O)(=O)c2ccc(C)c([N+](=O)[O-])c2)cc([N+](=O)[O-])c1O
-9.9%[76.3 µM]	Cc1cccc(CCNC(=O)Cn2ncc3c([nH]c4ccc(C)cc43)c2=O)c1
2.4%	Cc1cc(C(C2C(=O)CC(C)(C)CC2=O)C2C(=O)CC(C)(C)CC2=O)cc(C)c1OC(F)F
10.7%[76.3 µM]	CCOc1ccccc1CNC(=O)c1ccc(-n2c(C)cc3c2CCC(C)C3)cc1 (configuration not stated)
-7.2%[76.3 µM]	Cc1cc(C)cc(NS(=O)(=O)c2ccc3c(c2)NC(=O)C(C)S3)c1 (configuration not stated)
1.9%	Cc1nc2ccc(NC(=O)CSc3nnc(C)s3)cc2[nH]1
-5.8%[76.3 µM]	COC(=O)c1ccc(NC(=O)C[n+]2ccccc2C)cc1
-2.2%	O=S(=O)(c1ccc2ccccc2c1)N1CCN(CCO)CC1
-5.3%[76.3 µM]	O=C(COc1ccc2c(-c3ccccc3)cc(=O)oc2c1)NCCCn1ccnc1
4.3%[76.3 µM]	O=C1c2ccc([N+](=O)[O-])cc2C(=O)N1Cc1cccnc1
-23.6%[76.3 µM]	CCCc1nnc(NC(=O)CCC(=O)N2CCN(Cc3cc(Cl)ccc3OC)CC2)s1
7.0%[76.3 µM]	Cc1cccc(CN2CCC(Oc3ccc(C(=O)N4CCCC4)cc3)CC2)n1
-3.7%[76.3 µM]	CCCCc1cc(=O)oc2c3c(cc(OCC(=O)N4CCC[C@H]4C(=O)O)c12)OC(C)(C)CC3
-4.3%[76.3 µM]	COc1ccc(N2CCN(S(=O)(=O)CCNC(=O)Cc3ccc([N+](=O)[O-])cc3)CC2)cc1
1.1%	COC(=O)[C@H](Cc1ccccc1)NC(=O)N1CCCCCC1
-1.8%	COc1ccccc1OC(=O)Nc1ccc(Cl)cc1
1.4%	Cc1ccc(C(=O)O)cc1NC(=O)c1ccc2c(c1)C(=O)N(c1ccc([N+](=O)[O-])cc1)C2=O
-4.1%[76.3 µM]	Cc1cc(C(=O)NC2CCCN(Cc3ccc(Cl)cc3)C2)c(C)o1 (configuration not stated)
